# OX1R FRET antag: antagonists of human orexin 1 receptor (OX1R) | inhibition, % at 6.6 µM | AID 485270, 2010 | hit rate 1.8% among 330,000 | Orexin/Hypocretin receptor type 1 (Homo sapiens), O43613 | OX1R-expressing cells, FRET antagonist read-out; in the data active = inhibition mostly above about 38%, no sharp cut-off; inactive = mostly below about 40%;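 also: 0% = agonist challenge alone and 100% = reference antagonist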
# Target sequence (O43613 whole entry, looked up): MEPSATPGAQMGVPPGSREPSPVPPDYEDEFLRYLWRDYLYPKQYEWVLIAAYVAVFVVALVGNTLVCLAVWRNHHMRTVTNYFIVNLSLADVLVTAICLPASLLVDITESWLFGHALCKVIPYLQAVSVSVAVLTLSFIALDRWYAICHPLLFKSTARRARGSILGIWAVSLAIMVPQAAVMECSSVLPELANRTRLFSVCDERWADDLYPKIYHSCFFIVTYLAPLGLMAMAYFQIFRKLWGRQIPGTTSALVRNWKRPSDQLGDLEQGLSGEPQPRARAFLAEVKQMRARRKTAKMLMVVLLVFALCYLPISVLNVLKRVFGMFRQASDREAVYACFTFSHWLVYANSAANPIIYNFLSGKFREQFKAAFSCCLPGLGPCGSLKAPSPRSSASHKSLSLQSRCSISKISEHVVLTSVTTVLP
# STK33 kinase inh: inhibitors of purified STK33 kinase, primary screen, biochemical, ADP-Glo luminescence, homogeneous, cell-free. Serine/threonine-protein kinase 33 (Homo sapiens), Q9BYT3. MBP phosphorylation. inhibition, % at 10 µM. hit rate 0.073% among 320,000;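 active = inhibition at or above 25%, using the most active replicate where run in duplicate; inactive = inhibition below 25%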
# Target sequence (Q9BYT3 whole entry, looked up): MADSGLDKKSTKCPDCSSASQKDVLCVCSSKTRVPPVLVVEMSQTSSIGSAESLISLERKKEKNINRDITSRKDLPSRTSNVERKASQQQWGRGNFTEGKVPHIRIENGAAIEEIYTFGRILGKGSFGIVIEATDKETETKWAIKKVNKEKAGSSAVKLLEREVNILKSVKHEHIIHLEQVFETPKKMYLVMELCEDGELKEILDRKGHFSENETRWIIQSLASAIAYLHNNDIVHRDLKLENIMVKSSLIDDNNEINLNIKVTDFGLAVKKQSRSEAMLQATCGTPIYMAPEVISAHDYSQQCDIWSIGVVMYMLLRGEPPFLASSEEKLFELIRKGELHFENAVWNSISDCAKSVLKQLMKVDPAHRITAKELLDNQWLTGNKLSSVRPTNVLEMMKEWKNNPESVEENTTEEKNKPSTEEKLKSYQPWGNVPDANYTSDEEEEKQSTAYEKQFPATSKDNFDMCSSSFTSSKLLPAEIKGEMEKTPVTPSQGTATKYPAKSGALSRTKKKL
# KCNQ2 inh: KCNQ2 potassium channel inhibitors, primary screen, cell-based, CHO-K1, FluxOR thallium flux, B-score (AID 2156); Potassium voltage-gated channel subfamily KQT member 2 (Rattus norvegicus), O88943; 20 min; hits give low values; B-score at 10 µM; hit rate 1.1% among 310,000;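 active = fluorescence ratio B-score at most minus 3 library SDs, with starting brightness B-score within 2 library SDs, cut at about -5.5 in these data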
# Starred values were filed as active, the others as inactive; i = inactive; · = not tested or not shown; & = joins results of further samples.
compound	OX1R FRET antag	STK33 kinase inh	KCNQ2 inh
CC1CCCC(C)N1C(=O)COC(=O)c1cccnc1Cl (stereo not given)	8	-1.8	·
CC1CN(C(=O)CCC(=O)NCc2ccc(Cl)cc2)c2ccccc2S1 (stereo not given)	7	-1.2	i
Cc1noc(C)c1NC(=O)N(C)C[C@H]1Oc2ccc(NS(=O)(=O)c3c(C)noc3C)cc2C(=O)N([C@H](C)CO)C[C@@H]1C	7	-1.7	·
Cc1sc2nc(C(C)Sc3n[nH]c(N)n3)[nH]c(=O)c2c1C (stereo not given)	34	1.3	i
CCn1c(SCC(=O)NC2CCCC2)nnc1-c1cccnc1	-7	0.1	i
Cc1c(NC(=S)SCc2ccccc2)c(=O)n(-c2ccccc2)n1C	15	-0.7	i
COc1cccc(CN(C)Cc2nc(C3CC3)no2)c1	3	-0.3	i
Cc1ccc2oc(C(=O)N3CCN(c4cccc(C)n4)CC3)c(C)c2c1	8	-0.2	-8.1*
Fc1ccccc1NC(=S)NCCc1ccccc1	19	0.3	i
CCOCCCNS(=O)(=O)c1ccc(-n2cnnn2)c(OC)c1	28	-1.8	i
Cc1ccc2[nH]c(-c3cccc(N)c3)cc2c1	9	-2.2	i
CNC(=S)N(CCc1c(C)[nH]c2ccc(Cl)cc12)Cc1cccs1	22	-4.0	i
CCCCN(C(=O)Cc1ccc(S(=O)(=O)N2CCOCC2)s1)c1c(N)n(CCCC)c(=O)[nH]c1=O	22	-1.0	i
CCCCSc1nc2c(=O)[nH][nH]c(=O)c2n1Cc1ccccc1	27	-1.0	i
CCOC(=O)N1CCN(S(=O)(=O)c2ccc(C)cc2)C1c1ccc(OC)cc1 (stereo not given)	-5	-0.1	i
COc1ccc(N2CCC(CNC(=O)Nc3ccc(C)c(C)c3)C2)cc1 (stereo not given)	10	-0.2	i
CCOC(=O)c1[nH]c(C)c(C(=O)OCC(=O)NC(C)c2ccc(F)cc2)c1C (stereo not given)	4	-0.6	·
Cc1cc(C(=O)COc2cccnc2[N+](=O)[O-])c(C)n1-c1ccccc1	36	-4.2	i
CCN(CC(=O)Nc1ccc2c(c1)OCCO2)C(=O)c1cccc(OCC(C)C)c1	22	-2.9	i
O=C(c1ccc(Cl)cc1)N(Cc1ccc(Br)cc1)N1C(=O)CCC1=O	20	0.7	i
COc1cc(NC(=O)CCNC(=O)Cn2cnc3sc4c(c3c2=O)CCCC4)cc(OC)c1OC	13	0.1	i
COc1ccc(OC)c(Nc2nc(-c3ccccc3O)nc3ccccc23)c1	7	-0.6	i
c1ccc(-n2nnnc2SCc2cccc3nsnc23)cc1	26	-3.1	i
CCOc1ccc(-n2c(=O)[nH]cc(C(=O)N3CCCc4ccccc43)c2=O)cc1	5	0.5	i
C/C(=N\Nc1ccc(C(F)(F)F)cc1[N+](=O)[O-])C(C)C	-3	-1.5	i
CCCCC(=O)Nc1ccc(NC(=O)c2cc(OC)c(OC)c(OC)c2)cn1	16	0.0	i
COc1ccccc1-n1c(=O)[nH]c2c(C(N)=O)nc(C3CCCCC3)nc21	9	-0.6	i
Cc1ccc(SCC(=O)N2CCC(C(N)=O)CC2)cc1	20	-0.9	i
O=C(/C=C/c1ccco1)Nc1ccc(-c2nc3ccccc3[nH]2)cc1	23	-3.8	i
CN1CCN(c2nc(NCCOC34CC5CC(CC(C5)C3)C4)nc(OCC(F)(F)F)n2)CC1	17	1.2	i
NS(=O)(=O)c1cccc(NC(=O)COC(=O)C2(c3cccc(F)c3)CCCC2)c1	14	0.2	i
CCc1nn(CC(=O)N(C)C2CCCCC2)c(=O)c2cc3cc(C)ccc3n12	21	·	i
CCc1ccc(N2CC(C(=O)N3CCCC3)CC2=O)cc1 (stereo not given)	2	-1.4	i
NC1=NC(=O)C2(COC(c3cccnc3)OC2)S1 (stereo not given)	8	0.4	i
Cc1cccc(CN2CCOCCS2(=O)=O)c1	15	-0.1	i
COc1ccc(-c2nnc3ccc(SCC(=O)Nc4nc5ccc(C)cc5s4)nn23)cc1OC	8	0.4	i
COCCNC(=S)N(CCc1c(C)[nH]c2ccc(Cl)cc12)Cc1cccs1	42	-1.7	i
COC(=O)CN1C(=O)COc2ccc(S(=O)(=O)NCc3ccc(F)cc3)cc21	8	0.3	i
Cn1c(SCC(=O)NNC(=O)c2ccccc2O)nnc1-c1ccccc1	25	2.0	i
COc1cc(-c2cc(C(F)(F)F)n3ncc(C(=O)O)c3n2)cc(OC)c1OC	53	0.5	i
CCN(CC)S(=O)(=O)c1ccc(NC(=O)COC(=O)c2ccc(NC(=O)CC#N)cc2)cc1	10	-0.8	i
CN1CCC=C(C(=O)N2c3ccccc3Sc3ccc(Cl)cc32)C1	18	0.4	i
O=C1CN(C(=O)CSc2nnc3ccccn23)c2ccccc2N1	12	1.0	i
Cc1nn(Cc2ccccc2)c(Cl)c1/C=C/C(=O)OCC(=O)NC(C)C(C)C (stereo not given)	14	-1.0	i
CCCCOc1ccc(C(=O)Nn2cnnc2)cc1	4	2.9	i
CCN(CC)C(=O)C1CCCN(c2ccc([N+](=O)[O-])cc2/C=N/NC(=O)c2ccc([N+](=O)[O-])cc2)C1 (stereo not given)	20	-1.4	i
O=C(NN=C1CCCCC1)c1ccccc1OCc1ccc(F)cc1	19	-1.5	i
COC(=O)c1ccc(C(=O)OC)c(NC(=O)CSc2cccc[n+]2[O-])c1	10	-3.1	i
Cc1nnc(SCC(=O)NC2CC2)s1	14	-0.2	i
Cc1cccc(NC(=O)CN2CCOCC2)c1C	9	-1.0	i
CSc1nc(N(C)CCO)c2sc3nc(-c4ccco4)c4c(c3c2n1)CCC4	15	0.2	i
OCC1(Cc2cccc(Cl)c2)CCCN(Cc2ccc3cc(F)ccc3n2)C1 (stereo not given)	55	-1.6	i
CCc1nc2ccc(C(=O)Nc3nnc(C)s3)cc2nc1CC	16	0.0	i
CC(C)C[C@H](N)c1nnc(S(=O)(=O)Cc2cccc(F)c2)o1	14	-1.5	i
O=C(CSc1nnc(NC(=O)c2cccc(F)c2)s1)NC1CC1	5	-1.0	i
Cc1cc(OCC(=O)Nc2cc(C(C)(C)C)on2)ccc1[N+](=O)[O-]	24	-1.6	i
CC(OC(=O)C1COc2ccccc2O1)C(=O)N(C)c1ccccc1 (stereo not given)	15	-0.6	i
Cc1nccn1CC(=O)O	9	2.6	i
CC(C)=C1C(=O)NN(c2cccc(Cl)c2)C1=O	10	-1.2	i
CCC(C)NC(=O)C1CCN(C(=O)N(C)C)CC1 (stereo not given)	12	-0.3	i

# The results go on.
compound	OX1R FRET antag	STK33 kinase inh	KCNQ2 inh
CC(C)CCn1c(SCC(=O)Nc2ccccc2C(F)(F)F)nc2nccnc2c1=O	25	-1.7	i
COc1ccc(OC)c2[nH]c(C(=O)O)cc12	-1	-0.5	i
CCOc1ccc(-c2nc(N)nc(C)c2-c2ccc(OC)c(OC)c2)c(O)c1	14	-0.1	·
CCCCOCCCNC(=O)N[C@H](C(=O)O)C(C)CC (stereo not given in full)	9	-1.4	i
CCCCS/C(N)=N/N=C/c1cc(C)ccc1O	15	0.6	i
CCc1cccc(NC(=O)CCNS(=O)(=O)c2ccc3[nH]c(=O)oc3c2)c1	30	-0.8	i
Cc1c(NS(=O)(=O)CC23CCC(CC2=O)C3(C)C)c(=O)n(-c2ccccc2)n1C (stereo not given)	8	-2.6	i
Cc1[nH]c(=S)sc1Cc1ccc(F)cc1	12	-2.5	i
Cc1cc(=O)oc2cc(NC(=O)c3ccccc3C(=O)O)ccc12	2	0.0	i
Cc1cc(N2CCN(c3ccc(F)cc3)CC2)n2ncnc2n1	3	-1.0	i
Cc1ccccc1C(=O)NC(C)C1CC2CCC1C2 (stereo not given)	17	0.0	i
Cc1ccc(NCCC(=O)c2cccs2)cc1C	22	-1.0	-6.7*
COc1cc(/C=N/N2CCN(Cc3ccc(Cl)cc3)CC2)cc(Br)c1O	10	-1.0	i
O=C(CCc1ccccc1)Nc1cc2c3c(c1)CC(=O)N3CCC2	13	-1.3	i
CCN1CCN(c2ccc(S(=O)(=O)N3CCOCC3)cc2NC(=O)c2ccccc2SC)CC1	9	-1.2	i
C(=C\c1ccccc1)/CNn1cnnc1	9	-0.6	i
COc1ccc(NC(=O)C(=S)NC2CCCCC2)cc1	23	-0.5	i
CCc1ccc(S(=O)(=O)Nc2ccccn2)cc1	22	-0.7	i
O=C(C1CCN(S(=O)(=O)c2cccc3nsnc23)CC1)N1CCCCC1	44*	-1.9	i
Nc1nonc1-c1noc(COc2ccccc2Cl)n1	41	-0.7	i

# Quoted at random: two compounds from above
compound	OX1R FRET antag	STK33 kinase inh	KCNQ2 inh
Cc1c(NS(=O)(=O)CC23CCC(CC2=O)C3(C)C)c(=O)n(-c2ccccc2)n1C (stereo not given)	8	-2.6	i
Cc1cc(N2CCN(c3ccc(F)cc3)CC2)n2ncnc2n1	3	-1.0	i

# Single entries from the entries so far.
# Cc1cc(OCC(=O)Nc2cc(C(C)(C)C)on2)ccc1[N+](=O)[O-] in OX1R FRET antag reads 24
# CCCCOCCCNC(=O)N[C@H](C(=O)O)C(C)CC (stereo not given in full) in STK33 kinase inh reads -1.4
# O=C(NN=C1CCCCC1)c1ccccc1OCc1ccc(F)cc1 in STK33 kinase inh reads -1.5
# COc1ccc(-c2nnc3ccc(SCC(=O)Nc4nc5ccc(C)cc5s4)nn23)cc1OC in STK33 kinase inh reads 0.4
# CCN(CC)C(=O)C1CCCN(c2ccc([N+](=O)[O-])cc2/C=N/NC(=O)c2ccc([N+](=O)[O-])cc2)C1 (stereo not given) in STK33 kinase inh reads -1.4

# Next part:
compound	OX1R FRET antag	STK33 kinase inh	KCNQ2 inh
Cc1ccc(C)c(N2N=C(C(=O)Nc3nccs3)CCC2=O)c1	22	0.9	i
COc1ccc(C(CCN2CCCCC2)c2c(OC)cc(OC)c3c(-c4ccccc4)cc(=O)oc23)cc1 (stereo not given)	25	-1.2	i
COc1ccc(S(=O)(=O)N2CCOCC2)cc1NC(=O)c1cccc2c(=O)c(C)c(-c3ccccc3)oc12	28	-0.9	i
CC(NC(=O)CCc1ccc(S(=O)(=O)NC2CCCCC2)cc1)c1ccccc1 (stereo not given)	13	-2.2	i
Cc1ccc2ncccc2c1	-5	0.3	·
COc1ccc(S(=O)(=O)N2CCC(C(=O)NC3CC3)CC2)cc1OC	3	-1.6	i
CN(CCOc1ccc(Cl)cc1)C(=O)C1=CC=CN2CCS(=O)(=O)N=C12	6	0.0	·
COc1cc2c(cc1OC)C(C1C(=O)CCCC1=O)N(C(=O)CCl)CC2 (stereo not given)	13	-2.8	i
O=C(O)c1ccccc1-c1ccccc1C(=O)Nc1ccccc1	16	0.1	i
Cn1c(SCc2ccccc2Cl)nc2ccccc21	27	-1.5	i
CCCc1cc(=O)[nH]c(SC(CC)C(=O)Nc2ccccc2C#N)n1 (stereo not given)	26	0.7	i
CC(C)CN1CCN(Cc2ccc(CN3CCCCC3)s2)CC1CCO (stereo not given)	13	-0.4	i
COc1ccc(/C=C2\SC(=S)N(CCCC(=O)Nc3ccc(C(=O)O)cc3)C2=O)cc1OC	8	-0.8	i
CC(=O)Nc1ccc(S(=O)(=O)N2CCC(N3CCCCC3)CC2)cc1	-11	0.4	i
C[C@H](CO)N1C[C@H](C)[C@@H](CN(C)CC2CCCCC2)Oc2ccc(NC(=O)CCN3CCOCC3)cc2C1=O	2	-0.6	·
Cc1cc(C(=O)COC(=O)CCc2nc3ccccc3s2)c(C)n1C	19	-0.9	i
Fc1ccc(CSc2ccc(-c3cccs3)nn2)cc1	28	·	i
CN(C)c1ccc(CNc2ncn[nH]2)cc1	-1	-0.2	i
COC(=O)Cc1c(C)c2ccc(OCC(=O)N(C)C)cc2oc1=O	3	-1.6	i
O=C(NCc1ccco1)c1ccc(CS(=O)Cc2cccc(Cl)c2)o1 (stereo not given)	8	-1.1	i
CC1CC(C)CN(C(=O)CSc2ncnc3sccc23)C1 (stereo not given)	2	0.3	·
CCc1ccc(-c2cc(C)no2)cc1S(=O)(=O)Nc1cccc(CN2CCCC2)c1	9	-1.6	i
O=C(NCc1ccco1)C1CC(c2ccc(Cl)cc2)=NO1 (stereo not given)	10	-1.1	i
O=C(CSc1ncnc2c1oc1ccccc12)Nc1nccs1	6	-1.3	i
CC(C)CN(C(=O)c1cccc(Cl)c1)c1c(N)n(CC(C)C)c(=O)[nH]c1=O	10	0.1	i
O=C(Nc1ccccc1Br)C1CC(=O)N(c2ccc3c4c(cccc24)CC3)C1 (stereo not given)	12	0.6	i
COc1c(C)cc(C(=O)C2CCCN(C(=O)c3snnc3C)C2)cc1C (stereo not given)	32	-0.8	i
COc1cc(C)cc2oc(=O)c(CC(=O)N3CCN(C(=O)C4COc5ccccc5O4)CC3)c(C)c12 (stereo not given)	6	0.0	i
Clc1ccccc1-c1nc(-c2ccncc2)no1	0&9	2.9&1.4	i

# Structures from the list above that have a nitro group on carbon (4):
compound	OX1R FRET antag	STK33 kinase inh	KCNQ2 inh
Cc1cc(C(=O)COc2cccnc2[N+](=O)[O-])c(C)n1-c1ccccc1	36	-4.2	i
C/C(=N\Nc1ccc(C(F)(F)F)cc1[N+](=O)[O-])C(C)C	-3	-1.5	i
CCN(CC)C(=O)C1CCCN(c2ccc([N+](=O)[O-])cc2/C=N/NC(=O)c2ccc([N+](=O)[O-])cc2)C1 (stereo not given)	20	-1.4	i
Cc1cc(OCC(=O)Nc2cc(C(C)(C)C)on2)ccc1[N+](=O)[O-]	24	-1.6	i
